NSD2 inh: blocks human histone methyltransferase NSD2; hit rate 0.54% among 310,000; inhibition, % at 12.5 µM; O96028; NSD2 peptide methylation, AlphaScreen, 120 min; in the data active means inhibition above about 50%
PvdQ inh: blocks Pseudomonas aeruginosa PvdQ acylase activity; inhibition, % at 10 µM; hit rate 0.063% among 340,000; AID 488965; purified PvdQ acylase, fluorescence plate reader; in the data active means inhibition above about 30%, passing the limit was not always enough;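 further: 0% = vehicle neutral wells and 100% = reference inhibitor wells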
Cardiac RTF inh: cardiac RTF calcium desensitization | P19429+P45379 | IANBD-labeled cardiac RTF, Ca2+ fluorescence | inhibition, % at 7.15 µM | hit rate 0.12% among 340,000 | AID 493244;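 active means inhibition above the mean inhibition of all tested compounds plus 3 SD, cut at about 17% in these data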;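 further: assay run at fixed EC70 calcium of 1.6 mM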
SR-BI DiI-HDL act: SR-BI HDL lipid transfer activation; CHO ldlA[mSR-BI] cells, DiI-HDL uptake fluorescence, 3 h; 100 = double the neutral-control signal; activation, % at 12.5 µM; AID 504775; hit rate 0.096% among 320,000;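 active means mean replicate activation of at least 60% and every replicate at or above 60%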;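 further: 0% = median plate neutral-control signal and 100% = twice that signal; values of inactives mirror those of a sister screen read the other way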
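Material – SR-BI-overexpressing, LDLR-lacking CHO cells · Medium – BSA-supplemented, HEPES-buffered Ham's F12, pH 7.4 · Doses – single concentration · Times – compound with DiI-HDL co-incubation, 3 h at 37 °C · Measured by – bottom-read fluorescence, 550/595 nm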
Arrestin-AP2 inh: blocks beta-arrestin peptide binding to AP2 adaptin; FITC-arrestin peptide / GST-AP2 beads, flow cytometry; AP2 beta2 appendage carries R879A mutation; inhibition, % at 10 µM; hit rate 0.31% among 340,000;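 active means inhibition above a set limit, near 3 SD of compounds lacking own fluorescence, cut at about 54% in these data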;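 further: plate controls were DMSO wells for no effect and 5 µM unlabelled arrestin peptide for full effect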
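Material – AP2 appendage R879A on GSH beads · Buffer or medium – PBS with 0.05% Tween 20 and 0.1% BSA · Probe or stimulus – fluorescein-tagged arrestin peptide at 50 nM final · Incubation – compound with beads 12 min RT, then probe 1 h RT · Detection – high-throughput flow cytometry of beads, ex 488, em 535 nm · Evaluation – percent response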
LANA DNA inh: blocks KSHV LANA C-terminal domain binding to DNA | MBP-C-LANA/FAM-LBS DNA binding, fluorescence polarization | inhibition, % at 9 µM | hit rate 0.078% among 340,000 | AID 504423;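 active means highest replicate inhibition at or above 60% at 9 µM, even if other replicates fall short; inactive means all replicates below 60% inhibition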;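 further: 0% = neutral control wells and 100% = 4 µM acridine orange control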
Keap1-Nrf2 PPI: Keap1-Nrf2 (human) interaction inhibition | hit rate 0.15% among 340,000 | Keap1 Kelch-Nrf2 peptide fluorescence polarization, 1536-well | Q14145 | inhibition, % at 9.4 µM | AID 504523; in the data active means inhibition above about 12%;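 further: human Keap1 Kelch domain with fluorescein labeled Nrf2 9mer peptide probe; 0% = neutral control wells and 100% = peptide positive control; higher means more block of Keap1 binding to Nrf2 peptide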
DAGLB inh: blocks human DAGLB lipase activity; HEK293T DAGLB membrane lysate, EnzChek fluorogenic substrate; Q8NCG7; inhibition, % at 5.17 µM; hit rate 0.059% among 340,000; in the data active means inhibition above about 34%;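 further: 0% = enzyme with vehicle and 100% = wells lacking enzyme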
PKA-R2B act: activators of human PKA-R2B complex; AID 504700; PKA-R2B holoenzyme dissociation, Cy5-IP20 fluorescence polarization; R2B truncated from residue 108, S112A mutant; 0% DMSO only, 100% 113 µM cGMP; hit rate 0.079% among 340,000; activation, % at 11.4 µM; P22694+P31323;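 active means activation above a cutoff set at the mean over all compounds plus 3 SD, cut at about 18% in these data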;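 further: higher means more holoenzyme dissociation and a rise in polarization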
SR-BI DiI inh: inhibitors of mouse SR-BI mediated HDL lipid uptake; ldlA[mSR-BI] CHO cells, DiI-HDL uptake fluorescence, 3 h; hit rate 0.96% among 320,000; AID 488896; inhibition, % at 12.5 µM; Q61009;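 active means mean replicate inhibition of at least 70% and a set share of replicates each scoring 70 or more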;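 further: 0% = median of neutral control wells and 100% = median of positive control wells; values of inactives mirror those of a sister screen read the other way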
* = called active by the depositor; / = not tested or not shown.

SMILES	NSD2 inh	PvdQ inh	Cardiac RTF inh	SR-BI DiI-HDL act	Arrestin-AP2 inh	LANA DNA inh	Keap1-Nrf2 PPI	DAGLB inh	PKA-R2B act	SR-BI DiI inh
COc1ccccc1CNC(=O)Cn1nc(C)c([N+](=O)[O-])c1C	-2.6	-6.5	6.8	-16.4	5.3	-1.3	-4.2	-2.7	-1.0	16.4
Cc1ccc(O)c(NC(=O)c2cc(-c3ccc(F)cc3)on2)c1	-4.3	-10.5	-1.2	0.5	-15.7	0.9	-2.3	-0.6	0.4	-0.5
COc1ccc(-c2cc(C(F)(F)F)n3nc(C(=O)NCc4ccco4)cc3n2)cc1OC	-1.2	-8.5	-5.5	-67.7	-4.4	-0.4	-7.9	-4.4	-8.0	67.7
C/C(=N/NC(=O)CSc1nc2ccccc2n1C)c1ccc(O)cc1	-3.1	-9.6	1.3	7.8	-7.8	1.0	-2.1	-5.2	1.2	-7.8
CCn1c(SCC(=O)c2cc(OC)ccc2OC)nnc1C1CC1	-1.4	-8.4	-0.9	5.8	1.4	-0.6	-8.7	-4.0	-10.3	-5.8
O=C(NNC(=O)c1cccs1)c1ccc(S(=O)(=O)N2CCCCC2)cc1	-0.8	-7.8	-20.2	8.2	-1.2	1.6	9.8	-1.7	-11.7	-8.2
N/C(=N\OC(=O)c1cccc(Cn2cc(C(F)(F)F)ccc2=O)c1)c1ccccc1	-0.7	-7.7	3.3	-15.0	49.5	-0.1	0.2	-12.9	-6.8	15.0
O=C1N[C@@H](Cc2ccccc2)C(=O)N2[C@H]1C[C@]1(Br)c3ccccc3N(S(=O)(=O)c3ccc(F)cc3)[C@H]21	/	7.1	1.2	16.7	1.6	0.6	-1.0	-0.7	-1.4	-16.7
CCCCCCCCn1cc(C(C)=O)c(=O)[nH]c1=O	-0.6	1.8	-8.4	16.9	23.0	0.9	-0.2	-1.0	-4.8	-16.9
S=C(NCc1cccs1)Nc1cc(Cl)cc(Cl)c1	-0.3	-9.5	9.3	-14.6	-22.0	-1.5	-5.2	-5.3	-12.8	14.6
Fc1ccc(-c2csc3ncnc(N4CCN(Cc5ccccc5)CC4)c23)cc1	4.2	-15.2	0.9	-31.1	-3.6	0.1	-5.6	-0.1	1.0	31.1
COc1ccc(CN(Cc2cccn2C)C(=O)c2cc3cc(OC)ccc3[nH]2)cc1	0.1	-2.2	-1.1	-22.4	32.7	-2.9	-5.4	-4.1	-5.0	22.4
COCCCn1c(SCc2ccccc2)nc2cc(OC)c(OC)cc2c1=N	0.5	-14.0	-4.3	-23.3	6.7	-0.8	1.9	-0.4	-2.9	23.3
CCOc1ccccc1NC(=O)CSc1nc(=O)n(Cc2ccccn2)c2c1CCC2	6.0	-11.4	-1.1	-10.3	-0.1	-2.0	-4.1	-2.5	-4.1	10.3
O=C(CCN1CCc2ccccc2C1)Nc1ccccc1	5.6	3.1	-7.7	2.0	28.2	0.7	-0.6	-1.4	-0.6	-2.0
CCN(CC)C(=O)c1nn(-c2ccccc2)c2c1C1CCC2(C)C1(C)C (centres undefined)	1.3	-10.6	-9.8	3.9	11.4	-1.2	-1.9	-3.0	-7.2	-3.9
COC(=O)c1ccc(C(=O)OC)c(NC(=S)N2CCCC(C)C2)c1 (centres undefined)	-0.5	-9.1	-6.3	-20.9	5.2	-0.3	-3.3	-1.3	-7.4	20.9
COc1ccc(CC(=O)NCC2COc3ccccc3O2)cc1 (centres undefined)	-0.7	-3.3	-3.5	10.9	0.1	-0.4	2.4	-2.6	7.6	-10.9
CCc1cc2ccc(C)cc2nc1SCC(=O)Nc1cc(OC)c(OC)cc1C(=O)O	2.1	10.4	3.2	2.8	8.2	-0.8	-5.3	3.7	-1.2	-2.8
O=C(O)c1cccc(NC(=O)C2C3C=CC(C3)C2C(=O)O)c1 (centres undefined)	-5.9	-11.1	1.6	1.3	3.8	0.3	-3.2	-0.7	8.1	-1.3

An excerpt from above, limited to SR-BI DiI inh, DAGLB inh and PvdQ inh.
canonical_smiles,SR-BI DiI inh,DAGLB inh,PvdQ inh
Fc1ccc(-c2csc3ncnc(N4CCN(Cc5ccccc5)CC4)c23)cc1,31.1,-0.1,-15.2
O=C(CCN1CCc2ccccc2C1)Nc1ccccc1,-2.0,-1.4,3.1

(continued)
SMILES	NSD2 inh	PvdQ inh	Cardiac RTF inh	SR-BI DiI-HDL act	Arrestin-AP2 inh	LANA DNA inh	Keap1-Nrf2 PPI	DAGLB inh	PKA-R2B act	SR-BI DiI inh
CCOc1cc(C(=O)Nc2cc(=O)n(C)c(=O)n2C)cc(OCC)c1OCC	-0.2	-6.1	9.7	8.9	3.5	2.0	-6.4	-1.9	1.9	-8.9
Cc1cccc(N2CCN(C(=O)c3ccc(NC(=O)C4CCCO4)cc3)CC2C)c1 (centres undefined)	0.4	-7.4	-27.2	-20.1	12.0	0.4	1.0	0.3	-4.0	20.1
COC(=O)CCC(=O)Nc1sc(Cc2ccccc2)c(C)c1C(N)=O	/	-8.9	9.3	8.3	-3.4	0.1	-4.2	0.1	-8.0	-8.3
O=C(Nc1ccc2oc(-c3cccc4ccccc34)nc2c1)c1ncn[nH]1	-0.5	-10.1	-1.7	-33.6	3.5	0.9	2.0	0.0	1.6	33.6
CCOC(=O)C1CCN(C(=O)c2cccc(Cl)c2)CC1	2.3	3.1	-3.1	-66.4	4.9	-0.8	1.3	-4.2	0.4	66.4
Cc1ccccc1NS(=O)(=O)c1cc(C(=O)NCc2ccncc2)ccc1Cl	/	-17.4	6.1	8.2	0.5	-0.1	-0.9	1.8	4.2	-8.2
FC(F)(F)c1ccc(CN2CCCCCC2)cc1	-0.3	-2.1	6.9	21.2	24.3	2.4	-1.7	-0.9	-3.9	-21.2
CCC1Oc2ccccc2N(CC(=O)NCc2ccco2)C1=O (centres undefined)	0.7	-9.8	-8.4	-14.5	4.0	0.4	-4.9	-1.5	1.6	14.5
O=C1Cc2ccccc2C(=O)N1Cc1ccccc1	3.9	10.3	-8.9	5.7	23.9	-0.3	3.8	-6.5	8.9	-5.7
CCOC(=O)c1sc(NC(=O)/C=C/c2ccccc2)nc1C	-0.6	-0.1	-20.0	-38.0	6.3	-1.4	1.6	-1.2	4.7	38.0
O=[N+]([O-])c1ccccc1S(=O)(=O)N/C(=N/S(=O)(=O)c1ccccc1)c1ccccc1	5.2	3.3	-4.7	4.7	27.6	-0.1	2.2	4.1	-0.5	-4.7
COC(=O)C1CCN(C(=O)c2cc(S(=O)(=O)N3CCCCC3)ccc2Cl)CC1	-0.7	-3.2	10.3	-11.9	17.9	-0.5	0.8	-2.8	-20.9	11.9
COc1ccc(/C=N/n2cnnc2SCc2ccccc2)cc1	0.1	-6.3	-6.8	-7.9	-1.9	1.4	-2.8	-1.5	15.7	7.9
O=C(/C=C/c1cccc(Cl)c1)c1nc2ccccc2[nH]1	-1.5	-7.0	-0.6	-11.0	-1.7	-0.4	-1.5	5.6	-3.2	11.0
CCCCn1c(N)c(N(CC)C(=O)CSCc2ccc(C)cc2)c(=O)[nH]c1=O	17.8	-18.6	-4.9	/	-3.4	-1.0	-0.5	-1.8	-0.3	-31.0
C=CCOC(=O)C1=C(C)OC(N)=C(C#N)C1c1ccoc1 (centres undefined)	0.1	7.5	-4.7	-2.4	6.8	1.7	-16.8	-3.5	-11.9	2.4
Cc1cc(-n2c(C)cc(C(=O)CSc3ccc4c(c3)OCCO4)c2C)no1	0.9	-15.2	-4.6	-34.5	-4.4	-1.9	-3.5	-9.3	-1.9	34.5
O=C(O)c1cc2c(s1)-c1ccccc1CC2	-1.4	7.1	-4.1	23.9	15.8	0.3	-2.0	-1.0	4.2	-23.9
Cc1ccc(OCC(=O)N2CC3(C)CC2CC(C)(C)C3)cc1 (centres undefined)	0.5	-15.3	-3.6	-32.1	-9.2	-0.1	-2.4	-5.8	1.1	32.1
COc1ccc(CNC(=O)CC(C)c2ccccc2)cc1 (centres undefined)	2.6	-14.0	0.1	-5.3	3.0	-0.3	-1.0	-3.7	7.3	5.3
COC(=O)NNC(=O)c1ccc(Cl)cc1Cl	-4.3	-10.0	-11.8	18.6	-10.2	-0.6	1.0	0.6	-1.4	-18.6
O=C(c1ccc(-n2cccc2)cc1)N1CCOCC1	-9.2	-16.3	-6.7	20.0	1.6	-0.5	-1.9	-6.4	0.2	-20.0
CCN(CC(=O)NCc1cccs1)C(=O)/C=C/c1cccc(Cl)c1Cl	-5.1	-7.3	-9.7	20.3	8.2	0.1	-0.7	0.6	-9.1	-20.3
N#CC1=C(N)C(C#N)(C#N)[C@H](c2ccsc2)[C@H]2COCC=C12	-1.5	-16.8	-8.1	20.3	1.3	9.0	-1.0	0.8	3.8	-20.3
COC(=O)c1ccc(NC(=S)NC(=O)c2cccnc2)cc1	-1.7	-5.0	-1.3	-18.7	-9.9	0.5	-3.5	-0.5	-15.9	18.7
C#CCNC(=O)C1=C[C@@H](c2ccc(C#C)cc2)[C@H](CCCO)[C@@H](OCC)O1	/	-6.6	2.4	19.9	-4.5	1.3	-0.1	-1.6	-11.9	-19.9
CC(=O)c1sc(NC(C)c2ccccc2)nc1C (centres undefined)	/	-11.1	-4.2	/	10.2	0.8	1.4	-0.5	15.2	/
O=C1CCC(=O)N1c1nc2nc(-c3ccccc3)cc(-c3ccccc3)n2n1	2.0	1.4	1.6	5.8	26.4	-2.5	3.7	0.5	-14.2	-5.8
CC1(C)CC(=O)C=C(Nc2ccc3c(c2)OCCO3)C1	1.9	-14.5	-3.4	0.3	-5.3	0.2	-2.0	-1.9	3.0	-0.3
C/C(Cc1ccccc1)=N\NC(=O)CNC(=O)c1ccc2c(c1)OCCO2	0.1	-15.4	0.6	/	-6.6	0.6	-2.7	0.4	0.9	/
CC(=O)c1ccc(N2CCN(S(=O)(=O)c3ccc4c(c3)CC(C)N4C(C)=O)CC2)cc1 (centres undefined)	-3.0	-1.3	6.8	12.4	-2.9	2.7	1.1	-1.8	-4.2	-12.4
C=CCC(NC(=O)Cc1ccccc1)C(=O)NCCC (centres undefined)	/	-2.3	-0.2	21.2	-4.0	1.3	2.1	0.1	-0.4	-21.1
COc1ccc2nc(NC(=O)NC3CCCCC3)sc2c1	/	-14.4	-10.0	/	15.1	2.2	-1.6	-4.0	-14.7	/
CC(=O)C1=C(C)NC(=S)NC1c1cccc([N+](=O)[O-])c1 (centres undefined)	1.5	-12.2	-5.2	-50.6	-8.2	0.2	-2.7	0.3	2.4	50.6
Cc1cc(C)n2cc(CSc3nc4ccccc4s3)nc2n1	-0.5	-18.9	-3.8	2.3	-10.7	-2.2	-0.3	1.5	-7.4	-2.3
Cc1nc(C)c(-c2csc(Nc3ccc(C(=O)O)c(O)c3)n2)s1	5.3	8.4	-3.7	6.8	-3.0	-1.5	-4.4	2.7	-3.7	-6.8

High-throughput results deposited in PubChem by several laboratories.
